S3 lipid droplet – qHTS Assay for Lipid Storage Modulators in Drosophila S3 Cells. Drosophila S3 cells, BODIPY lipid droplet fluorescence, 18-24 h; cells fed with added oleic acid. Potency in µM for hits, for the others lipid storage change, negative = inhibition, % at the top dose, mostly 46.1 µM. 0.64% of 320,000 active; active means well fitted inhibition curve with a large enough effect in the signal ratio, with a control signal flat, not every such curve was filed as active; inconclusive means small, poorly fitted or top-dose-only effect, or effect the other way, or a change in a side signal; the % refers to the signal ratio
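Drosophila S3 cells got compounds at several concentrations plus oleic acid (400 uM solution). Laser-scanning cytometry with 488 nm excitation read lipid droplets at 500-530 nm and cells at 575-640 nm. Percent activity was relative to 20 uM Triacsin C.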
S3 lipid droplet cell count max – second read-out of S3 lipid droplet, no call of its own (marks repeat the call); cell number change, %; measured here: cell count max response;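 cells counted by Cell Tracker Red CMTPX staining in the red channel; peak over a dose series mostly up to 46.1 µM; percent activity relative to internal control wells on each plate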
An asterisk follows results filed as active; i = inactive; u = inconclusive; x = no result given; & = joins results of further samples. On the % scale 0 is the no-effect control and ±100 the full control effect; potency means the concentration at half of the fitted maximal effect.

SMILES | S3 lipid droplet | S3 lipid droplet cell count max
CCOC(=O)c1c(NC(=S)NC(=O)c2ccc(Cn3cc(Cl)cn3)o2)sc2c1CCCCC2 | u | x
CCc1cc(-c2n[nH]c(=S)n2-c2cccc(C)c2)cs1 | i | -10.0
CCN1CCN(c2cc(C)c3cc(NC(=O)c4ccccc4F)ccc3n2)CC1 | u | x
COc1ccc(S(=O)(=O)NCCc2cn3nc(C)c(C)nc3n2)cc1C | i | 0.2
O=C(Nc1ccc(C(F)(F)F)cc1)c1csc(-c2ccncc2)n1 | u | x
Cn1c(/C=C/N(Cc2ccccc2)c2ccccc2)c([N+](=O)[O-])c(=O)n(C)c1=O | u | x
COc1cccc2cc(C(=O)N3CCc4ccccc43)c(=O)oc12 | 11.1% | 28.3
COc1cc(OC)cc(C(=O)NNC(=O)CCNS(=O)(=O)c2ccc(C)c(C)c2)c1 | 27.1% | 29.2
COc1ccc2[nH]c(C(=O)O)c(NC(=O)c3cc(OC)c(OC)c(OC)c3)c2c1 | u | x
COc1ccc(C2C(C(N)=O)=C(C)Nc3nc(-c4ccccc4)nn32)cc1OC (stereo not given) | u | x
COC(=O)c1c(-c2ccc(C)cc2)csc1NC(=O)C1CC=CCC1C(=O)O (stereo not given) | -16.2% | -2.2
O=C(NCCc1nnc2ccc(NCc3ccc(Cl)cc3)nn12)c1ccccc1 | -10.6% | -13.2
Cc1ccc(C)c(NC(=O)C2COc3ccccc3O2)c1 (stereo not given) | 24.4% | -7.2
NC(=O)c1ccc(NC(=O)CSc2nnc(-c3ccccn3)n2N)cc1 | 0.6% | 1.1
O=C(NC1CCCCC1)C1CCN(c2ncccn2)CC1 | u | x
Cc1ccc(-c2cccc(CN3CCN(C4CCN(C(C)C)CC4)C(CCO)C3)c2)o1 (stereo not given) | u | x
CCC(C)NC(=O)c1cn(-c2cccc(C)n2)cn1 (stereo not given) | 3.1% | -11.8
CN1CCN(C(=O)c2ccc3c(=O)n4c(nc3c2)CCCCC4)CC1 | -0.3% | -14.9
CCc1cccc(C)c1NC(=O)COC(=O)C(NS(=O)(=O)c1ccc(Cl)cc1)C(C)O (stereo not given) | 1.8% | 3.6
COc1ccccc1COc1ccc2c(C)c(CCC(=O)O)c(=O)oc2c1C | 2.9% | -8.0

Arranged by molar mass (ascending): part of the list above
SMILES | S3 lipid droplet | S3 lipid droplet cell count max
COc1cccc2cc(C(=O)N3CCc4ccccc43)c(=O)oc12 | 11.1% | 28.3
O=C(Nc1ccc(C(F)(F)F)cc1)c1csc(-c2ccncc2)n1 | u | x
COc1cc(OC)cc(C(=O)NNC(=O)CCNS(=O)(=O)c2ccc(C)c(C)c2)c1 | 27.1% | 29.2

2 entries from above in another layout.
Compound	S3 lipid droplet	S3 lipid droplet cell count max
Cc1ccc(C)c(NC(=O)C2COc3ccccc3O2)c1 (stereo not given)	24.4%	-7.2
COc1cccc2cc(C(=O)N3CCc4ccccc43)c(=O)oc12	11.1%	28.3

Going on with the list.
SMILES | S3 lipid droplet | S3 lipid droplet cell count max
CC(C)CNC(=O)c1ccc(C2SCC(=O)N2Cc2ccccc2)cc1 (stereo not given) | 6.4% | 14.0
CCOc1ccc(N(CC(=O)NCCSCc2ccccc2)S(=O)(=O)c2ccccc2)cc1 | u | x
CCOC(=S)NC(=O)c1sc2ccccc2c1Cl | 13.5% | -14.2
Cc1c(Cl)cccc1NC(=O)C(=O)NNC(=O)c1ccccc1F | u | x
Cc1ccc2oc(=O)c(/C=C(\O)CC(C)C)nc2c1 | -2.6% | -8.0
O=C(N/N=C/c1cc(Cl)cc(Cl)c1O)c1ccncc1 | -2.1% | -2.3
O=S(=O)(NCc1cccs1)c1cccc2cccnc12 | u | x
COc1cc(C2c3c(c(C)c(C)oc3=O)Oc3c(C)c(C)oc(=O)c32)ccc1OS(=O)(=O)c1ccc(C)cc1 | u | x
Cc1c(Cl)cccc1NC(=O)Cn1c(-c2ccc(F)cc2)noc1=O | -8.4% | -12.3
CCN(CC)C(=O)c1c[nH]c2ccc(S(=O)(=O)Nc3cc(C)cc(C)c3)cc2c1=O | u | x
Cc1ccc(CSc2nnc(-c3ccncc3)n2C)cc1 | 9.0% | 3.3
COc1ccc(OCCSc2nnc(-c3ccccc3)n2N)cc1 | u | x
C=C(C)CSc1nc2sc3c(c2c(=O)n1-c1ccccc1)CCN(C)C3 | 3.9% | 11.1
COc1ccc(NC2C=CS(=O)(=O)C2)c(OC)c1 (stereo not given) | u | x
Cc1ccc(S(=O)(=O)N2CC(O)CC2C(=O)NCc2ccc3c(c2)OCO3)cc1 (stereo not given) | u | x
CCN(c1ccc(Cl)cc1)S(=O)(=O)c1nnc(NC(=O)C(C)C)s1 | u | x
CCOc1cccc(C(=O)Nc2cnn(Cc3ccccc3)c2)c1 | -17.0% | x
Cc1ccc(-c2noc(C3CCCN(C(=O)c4ccccc4Br)C3)n2)o1 (stereo not given) | u | x
COC(C(=O)Nc1ccnn1C1CCN(Cc2cccc(C)n2)CC1)c1ccccc1 (stereo not given) | i | x
O=C(CN(Cc1ccco1)C(=O)c1ccccc1F)Nc1ccccc1C(F)(F)F | u | x
OC1C(O)C(O)C(O)C(O)C1O (stereo not given) | u | -2.4&-7.9
CC(OC(=O)c1cc(=O)[nH]c2ccccc12)C(=O)Nc1ccccc1F (stereo not given) | 13.4% | -0.7
CCCCn1c(=N)n(CC(=O)O)c2ccccc21 | -7.1% | -0.9
C=CCn1c(=N)n(CC(=O)c2ccc(Cl)cc2)c2ccccc21 | u | x
S=C(Nc1ccc(N2CCOCC2)cc1)Nc1ccc2nc(-c3ccco3)c(-c3ccco3)nc2c1 | i | x
Cn1nc(-c2ccc(Cl)cc2)cc1NC(=O)CSCC(=O)O | 9.1% | 0.2
CC1=C([N+](=O)[O-])C(c2ccccc2Cl)NC(=O)N1 (stereo not given) | u | x
CCCCCn1ccc(=N)cc1 | u | x
CCC(C(=O)NCCc1ccco1)n1nc(C)c2c(C)n(-c3ccccc3)nc2c1=O (stereo not given) | u | x
CCOCC(=O)Nc1ccc(S(=O)(=O)Nc2ncccn2)cc1 | i | -1.6
Cc1c(C(=O)Nc2ccc3c(c2)OCO3)sc2nc(-c3ccccc3)cn12 | u | x
CC1(C)CC(NC(=O)C(Cl)(Cl)Cl)CC(C)(C)N1 | u | x
O=C(NCCc1ccccc1)C1CCCN(C(=O)Nc2ccc(F)cc2)C1 (stereo not given) | i | 16.8
O=C(CC1CCCCC1)NCCCN1CCOCC1 | u | x
COc1ccc2c(c1OC)C(=O)N1c3cccc(Cl)c3C(=O)OC21 (stereo not given) | 7.4% | -15.3
NC(=S)NNC(=O)COc1ccccc1O | -9.0% | -11.7
Cc1cccc(OC(=O)c2ccncc2)c1C | u | x
Cn1c(=O)c(S(=O)(=O)C(C)(C)C)c(O)c2ccccc21 | u | x
Cc1cc(C)c(C#N)c(SCC(=O)N(CCC#N)c2ccc3c(c2)OCCO3)n1 | u | x
CCOc1ncccc1C(=O)OCc1ccccc1 | u | x
COc1ccc(N2CCN(CC(=O)Nc3ncc(C)s3)CC2)cc1 | 9.9% | 2.0
O=C1CN(C(=O)N[C@@H](Cc2ccccc2)C(=O)N[C@@H](C(=O)O)c2ccccc2)c2ccccc2N1 | i | 3.0
CCN1CCN(c2cc(C)c3cc(NC(=S)N4CCCC4)ccc3n2)CC1 | u | x
CCOC(=O)Cc1csc(NC(=O)c2ccc(C)cc2)n1 | 0.8% | -11.3
COc1ccc(C(=O)NC(C(=O)NCc2ccccc2OC)C(C)C)cc1 (stereo not given) | 5.1% | 8.3
Cn1c(CNC(=O)CNC(=O)Cc2ccc(F)cc2)cc(=O)n(C)c1=O | u | x
COc1cc(/C=N/NC(=O)c2cccnc2)cc(Br)c1O | 1.9% | 2.6
COC(=O)C1(C)NCCc2c1[nH]c1ccccc21 (stereo not given) | -5.1% | -23.0
O=[N+]([O-])c1ccc(COc2cccc(CNc3ccc(Br)cc3)c2)cc1 | 4.7% | 2.1
CCOC(=O)N1CCC(NC(=O)CS(=O)(=O)Cc2nc(-c3cccc(OC)c3)oc2C)CC1 | 14.0% | -14.1
CC(C)c1nnc(NC(=O)C2CCCN(C(=O)Nc3ccc(F)cc3)C2)s1 (stereo not given) | u | x
CCN(CC(=O)Nc1ccc(OC)cc1)C(=O)c1ccc2c(c1)NC(=O)CS2 | u | x
CCN1C(=O)CSc2ccc(C(=O)NCc3ccccc3OC)cc21 | -22.9% | -20.4
CCCCc1nc(NCCN2CCOCC2)c(C#N)c2c1COC(C)(C)C2 | u | x
CS(=O)(=O)N(CC(=O)N1CCc2ccccc2C1)Cc1ccc(Cl)cc1 | u | x
CCN1CCN(/C=N/c2nc3c(s2)CCCC3)CC1 | u | x
COc1cc(-c2n[nH]c(=S)n2-c2cccc(C(F)(F)F)c2)cc(OC)c1OC | -3.8% | -3.1
Cc1nc2ccc(NC(=O)N3CCSCC3)cc2s1 | i | x
CC(=NCc1cccc(Cl)c1)c1nc(-c2ccco2)oc1O | u | x
N#Cc1ccc(C(=O)NNC(=O)c2ccncc2)cc1 | u | x
Next section
SMILES | S3 lipid droplet | S3 lipid droplet cell count max
Clc1ccccc1C1=Nn2c(nnc2-c2ccco2)SC1 | 0.0% | 11.7
COc1cccc(CN2CC(C(=O)N3CCCO3)CCC2=O)c1 (stereo not given) | u | x
CCN1C(=O)C(O)(CC(=O)c2c(C)coc2C)c2ccccc21 (stereo not given) | 2.0% | 2.8
Cc1ccc(CNC(=O)CCS(=O)(=O)c2cccc3nonc23)cc1 | i | 4.2
Cn1c(=O)c2c(nc(CN3CCN(CCO)CC3)n2Cc2ccccc2Cl)n(C)c1=O | -19.1% | 3.7
CCNc1c([N+](=O)[O-])c(=O)oc2ccccc12 | u | x
CN1CCN(c2ccc(S(=O)(=O)N3CCOCC3)cc2)CC1 | -7.2% | 18.0
O=C(CCCOc1cccc(Br)c1)NCCOc1ccccc1 | u | x
O=C(NCC1CCCO1)c1cn(Cc2ccccc2)nc1-c1ccc(Cl)cc1 (stereo not given) | u | x
Cc1nn(Cc2ccccc2)c(C)c1NC(=O)CSc1nnc(-c2cc(Cl)ccc2O)n1C | i | x
CCC/C(O)=C1\C(=O)CC(C)(C)CC1=NCc1ccccc1 | -2.2% | 7.7
CC12CCC(=O)N1C(C(=O)OCC(=O)Nc1sccc1C#N)CS2 (stereo not given) | u | x
COC(=O)C1CC(Cl)CN1c1ncc(C(F)(F)F)cc1Cl (stereo not given) | u | x
Cn1c(=O)n(CCc2ccccc2)c2ccccc21 | u | x
CC(C)C(=O)NN(C(=O)C(C)C)c1nc2ccccc2s1 | u | x
N/C(=N\S(=O)(=O)c1cccs1)c1ccccc1 | i | 3.9
Cc1nn(C(=O)c2c([N+](=O)[O-])cnn2C)c(C)c1Cl | 1.9% | -8.8
COc1ccc2c3c(cccc13)OCC2=O | 18.1% | -12.2
Cc1cc(C)cc(-n2cc(C(=O)O)c(=O)cc2C)c1 | u | x
Cc1ccc(CNC(=O)C2CC3Cn4c(nc5cc6ccccc6cc54)C3N2C)o1 (stereo not given) | u | x

An excerpt from above in order of their number in S3 lipid droplet, descending:
SMILES | S3 lipid droplet | S3 lipid droplet cell count max
COc1ccc2c3c(cccc13)OCC2=O | 18.1% | -12.2
CCN1C(=O)C(O)(CC(=O)c2c(C)coc2C)c2ccccc21 (stereo not given) | 2.0% | 2.8
Clc1ccccc1C1=Nn2c(nnc2-c2ccco2)SC1 | 0.0% | 11.7
CCC/C(O)=C1\C(=O)CC(C)(C)CC1=NCc1ccccc1 | -2.2% | 7.7
CN1CCN(c2ccc(S(=O)(=O)N3CCOCC3)cc2)CC1 | -7.2% | 18.0

Additional structures.
SMILES | S3 lipid droplet | S3 lipid droplet cell count max
CCCNC(=O)c1ccc2c(c1)CCN2S(C)(=O)=O | u | x
Cc1cccn2c(CN3CCCN(C=O)CC3)c(C(=O)N(C)CCc3ccccc3)nc12 | 7.0% | 4.0
COc1cccc(NC(=O)c2cn(C)c(=O)c3cc(OC)c(OC)cc23)c1 | -10.3% | -5.4
Cc1nc2sc(C(c3ccccc3)N3CCN(C)CC3)c(O)n2n1 (stereo not given) | 1.8% | -3.6
Oc1ccc(C[C@H]2CNCCN2CC2(c3ccccc3)CC2)cc1 | -18.7% | 19.8
COc1cccc(NC(=O)COC(=O)c2ccccc2SCC(=O)N2CCCC2)c1 | u | x
Cc1ccc(N=C2NC(=O)CS2)cc1 | 16.4% | 17.0
COc1ccc(CNCc2ccccc2[N+](=O)[O-])cc1OC | -7.7% | 2.2
Cc1cc2cc(CNC(=O)c3ccc(S(=O)(=O)N4CCCC4)cc3)ccc2n1C | 17.8% | 28.9
N#Cc1c(SCC(=O)N2CCOCC2)nsc1SCC(=O)N1CCOCC1 | u | x
CCOC(=O)c1cn(Cc2ccc(C)cc2)nn1 | -0.8% | 0.0
CCCCOc1ccc(-c2n[nH]c(=S)n2Cc2ccccc2)cc1 | u | x
O=C(Nc1cccc(C(F)(F)F)c1)C1CCN(S(=O)(=O)c2cccnc2)CC1 | u | x
O=C(NC(=S)Nc1ccc(NC(=O)c2ccco2)cc1)c1ccccc1 | -3.6% | x
CC(Sc1nnnn1C)C(=O)Nc1ccccc1-c1ccccc1 (stereo not given) | u | x
O=C(Nc1cccc2c1C(=O)NC2=O)c1cccnc1Cl | u | x
CSCCC(NC(=O)c1ccco1)C(=O)NCC1CCCCC1 (stereo not given) | u | x
O=C(c1ccco1)N1CCN(S(=O)(=O)/C=C/c2ccccc2)CC1 | u | x

Two entries from above, with two lines to a compound:
Value order – S3 lipid droplet	S3 lipid droplet cell count max
> CCCCOc1ccc(-c2n[nH]c(=S)n2Cc2ccccc2)cc1
 : u	x
> O=C(Nc1cccc(C(F)(F)F)c1)C1CCN(S(=O)(=O)c2cccnc2)CC1
 : u	x

Bioassay records deposited in PubChem by National Center for Advancing Translational Sciences (NCATS).

An excerpt (hit frequency here may not be typical).
